Compound activity as filed in PubChem.
XiGFP reactiv = activators of inactive X chromosome reactivation, primary screen, imaging, XiGFP fibroblasts, GFP high-content imaging, set 2 | XiGFP mouse fibroblasts, % GFP-positive cells imaging, 3 d; cells co-treated with 5-aza-dC sensitizer; scaled so ellipticine positive control = 100% | activation, % at 7.58 µM | 360,000 compounds, 0.055% hits | AID 743238, 2013;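 active = mean normalized replicate activation at least 10% and every replicate at or above 10%; inconclusive = only one of the two criteria met; inactive = mean below 10% and not all replicates reach 10%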;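 note: 0% = median of on-plate neutral control wells and 100% = ellipticine 6 µM median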
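Material: XiGFP fibroblasts, SV40-immortalized; Buffer or medium: DMEM containing 5-aza-dC; Compound dosing: single point; Times: 3 days compound exposure.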
E-sel inducer = E-selectin induction in HUVECs, primary screen, imaging, HUVEC, immunofluorescence imaging, single point; P16581; normalized: neutral wells 0, TNF-alpha wells 100; activation, % at 7.58 µM; 260,000 compounds, 0.37% hits; AID 686992, 2013;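 active = mean E-selectin-positive cell signal at least 10% of the positive control, reached in at least 60% of replicates, without over 20% cell loss; inconclusive = no rule given, readout overlaps actives, possibly toxicity-flagged; inactive = the rest, including those meeting only one limit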;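 note: in these data hits start at about 27%; measured in HUVEC primary endothelial cells; signal is the percent of cells scored E-selectin positive by PE staining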
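Read-out: % PE-positive cells | Test system: HUVEC | Doses: One compound dose added by pin transfer | Buffer or medium: EGM-2 over gelatin coat | Signal: Immunofluorescence imaging | Benchmarks: TNF-alpha, DMSO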
RAD52 inh = RAD52 DNA annealing inhibitors, primary screen, biochemical, FRET, single point, set 2 | recombinant RAD52 DNA annealing, FRET fluorescence | 360,000 compounds, 0.46% hits | DNA repair protein RAD52 homolog (Homo sapiens), P43351 | inhibition, % at 18.7 µM;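 active = every replicate showing at least 50% inhibition; inconclusive = mean inhibition at least 50% but not in every replicate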
Target sequence (P43351 whole entry, looked up): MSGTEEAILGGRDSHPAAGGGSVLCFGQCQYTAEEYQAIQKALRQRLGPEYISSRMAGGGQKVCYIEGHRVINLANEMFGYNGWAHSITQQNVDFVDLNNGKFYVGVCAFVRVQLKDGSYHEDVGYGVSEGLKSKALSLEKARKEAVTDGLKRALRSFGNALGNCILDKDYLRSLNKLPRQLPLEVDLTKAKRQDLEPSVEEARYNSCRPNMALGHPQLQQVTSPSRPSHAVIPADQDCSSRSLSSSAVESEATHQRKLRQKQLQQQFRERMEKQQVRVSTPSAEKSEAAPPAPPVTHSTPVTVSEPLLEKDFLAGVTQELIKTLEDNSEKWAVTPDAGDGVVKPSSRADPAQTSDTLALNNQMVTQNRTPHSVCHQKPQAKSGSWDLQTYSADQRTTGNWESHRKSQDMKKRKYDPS
S100A4 MyoIIA = inhibitors of S100A4-myosin IIA peptide binding, primary screen, biochemical, fluorescence polarization, TAMRA-MyoIIA peptide; AID 652163, 2013; Protein S100-A4 (Homo sapiens), P26447; inhibition, % at 10.7 µM; 360,000 compounds, 0.14% hits;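 active = mean inhibition of at least 70% across replicates, with every replicate also reaching that level; inconclusive = mean inhibition reaches 70% but some replicates fall short; inactive = mean inhibition below 70%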
Target sequence (P26447 whole entry, looked up): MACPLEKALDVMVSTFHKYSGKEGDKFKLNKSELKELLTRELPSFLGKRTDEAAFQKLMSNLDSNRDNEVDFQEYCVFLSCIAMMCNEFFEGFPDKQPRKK
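Compound dosing: one dose per compound; test system: human S100A4 monomer with TAMRA-labelled myosin IIA peptide; probe or stimulus: TAMRA-labelled myosin IIA heavy-chain peptide probe, 5 nM; medium: HEPES buffer with Ca2+, pH 7.2; schedule: 5 min incubation before reading; benchmarks: neutral control DMSO, positive control TFP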
esBAF inh = Bmi1 luciferase reporter increase in mESCs, primary screen, esBAF inhibitor project, mouse ES cells, Bmi1 luciferase knock-in, single point | 24 h; 100% = twice the neutral-well signal | reporter increase, % at 12.5 µM | 350,000 compounds, 2% hits | AID 602393, 2012; in the data active = activation above about 40%; inconclusive = no clear call, values can overlap the other calls;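 note: 0% = median of the plate's neutral control wells and 100% = double that signal; a rise in the Bmi1 reporter signal indicates esBAF inhibition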
ERAP1 inh = human ERAP1 aminopeptidase inhibitors, primary screen, biochemical, single point, plate reader | recombinant ERAP1, Leu-AMC fluorescence, 60 min | Endoplasmic reticulum aminopeptidase 1 (Homo sapiens), Q9NZ08 | inhibition, % at 10.7 µM | 340,000 compounds, 0.15% hits;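 active = mean replicate inhibition of at least 30%, or all replicates individually reaching that 30% level; inactive = mean below 30% and not every replicate reaching it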;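 note: 0% = neutral control wells and 100% = L-leucinethiol positive control wells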
ERp5 block = inhibitors of ERp5-driven insulin aggregation, primary screen, biochemical, turbidity, absorbance 650 nm, single point | 350,000 compounds, 0.05% hits | Protein disulfide-isomerase A6 (Homo sapiens), Q15084 | 90 min | inhibition, % at 9.99 µM | AID 651711, 2012;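 active = mean replicate inhibition above about 25%, with every replicate also reaching it, limit read from the data, passing the limit was not always enough; inconclusive = only one of those two criteria met; inactive = neither criterion met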
Target sequence (Q15084 whole entry, looked up): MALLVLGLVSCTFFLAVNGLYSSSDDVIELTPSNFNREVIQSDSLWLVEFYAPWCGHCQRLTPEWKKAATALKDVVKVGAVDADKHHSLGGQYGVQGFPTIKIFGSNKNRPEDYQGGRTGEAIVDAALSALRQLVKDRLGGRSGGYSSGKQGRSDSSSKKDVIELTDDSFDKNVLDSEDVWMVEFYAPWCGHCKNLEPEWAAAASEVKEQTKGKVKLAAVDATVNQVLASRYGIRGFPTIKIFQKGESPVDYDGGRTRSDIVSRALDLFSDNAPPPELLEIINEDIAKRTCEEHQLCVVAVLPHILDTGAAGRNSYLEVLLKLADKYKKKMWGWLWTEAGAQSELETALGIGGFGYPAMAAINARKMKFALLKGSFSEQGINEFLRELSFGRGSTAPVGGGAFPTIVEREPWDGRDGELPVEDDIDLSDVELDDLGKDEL
RAD54 inh = inhibitors of human RAD54 branch migration, primary screen, biochemical, fluorescence, single point; inhibition, % at 10.4 µM; RAD54 Holliday junction branch migration, FAM/BHQ fluorescence; DNA repair and recombination protein RAD54-like (Homo sapiens), Q92698; 360,000 compounds, 0.14% hits; AID 602329, 2012;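 active = mean normalized replicate activity at least 40 and at least half of replicates scoring 40 or more; inconclusive = only one of the two criteria met; inactive = mean below 40 and under half of replicates reaching 40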;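 note: 0% = median of neutral control wells and 100% = median of positive control wells; inhibitors cause a drop in the FAM fluorescence signal; in these data hits start at about 50%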
An asterisk follows results filed as active; ? = inconclusive; · = not tested or not shown.

SMILES	XiGFP reactiv	E-sel inducer	RAD52 inh	S100A4 MyoIIA	esBAF inh	ERAP1 inh	ERp5 block	RAD54 inh
CCC/C(=N/NC(=O)c1nnn(-c2nonc2N)c1CN1CCCCC1)c1ccccc1	0.1	0.3	-14	0	-5	0	-7	-4
O=C(O)CSc1nnc(-c2ccc(Cl)cc2)n1-c1ccccc1	-0.1	·	-15	-2	-3	-1	11	-3
COC(=O)c1c(C(C)=O)c(C)n(C)c1C	0.1	0.1	-8	3	·	·	4	·
COc1ccc(NC(=O)Cn2c(=O)n(CC3CCCO3)c(=O)c3cc(OC)c(OC)cc32)cc1OC (stereo unspecified)	0.3	0.0	-8	6	-35	-6	-2	-6
CCN(Cc1nc2cc(Cl)ccc2c(=O)[nH]1)C(=O)CN1C(=O)NC2(CCCCC2C)C1=O (stereo unspecified)	-0.1	-0.4	-8	-3	-6	3	1	-2
O=C(NCCc1nc(-c2ccccc2)no1)c1ccco1	0.0	0.3	·	·	6	·	·	4
COc1ccc(NC(=O)Nc2ccc3c(c2)CC(=O)N([C@H](C)CO)C[C@@H](C)[C@H](CN(C)CC2CC2)O3)cc1	-1.4	-2.4	6	-13	1	-1	1	4
Cc1noc(C)c1NC(=O)N(C)C[C@@H]1Oc2ccc(NC(=O)C3CCCCC3)cc2CC(=O)N([C@H](C)CO)C[C@@H]1C	-0.3	0.0	3	2	-2	3	-1	-3
CCCC#Cc1cnc2c(c1)C(=O)N([C@@H](C)CO)C[C@@H](C)[C@H](CN(C)C(=O)Cc1cccnc1)O2	-1.3	1.6	12	0	5	0	6	-3
O=C(N/N=C/c1c[nH]c2ccc(Br)cc12)c1ccc2c(c1)OCO2	0.5	3.1	-24	1	·	20	0	·
CCN1CCCC1CNC(=O)c1ccc2c(c1)NC(=O)/C(=C\c1ccc(C)cc1)S2 (stereo unspecified)	0.0	1.5	7	-3	-54	-4	-1	18
CN(CC(=O)N1CCN(Cc2ccccc2)CC1)C(=O)Cc1ccc(Cl)c(Cl)c1	0.0	-0.1	-13	-3	-3	-5	3	-20
C[C@@H]1CN([C@H](C)CO)C(=O)c2cc(NC(=O)CCC(F)(F)F)ccc2O[C@@H](C)CCCCO[C@H]1CN(C)C(=O)NC1CCCCC1	-0.9	-0.2	-14	4	5	2	-5	-4
COc1cccc(S(=O)(=O)Nc2ccc3c(c2)OC[C@@H](C)N(Cc2ccccc2F)C[C@H](C)[C@H](OC)CN(C)C3=O)c1	0.3	-0.1	4	-10	1	·	7	9
O=C(NCc1ccc(F)cc1)Nc1ccc(Cl)cc1	0.0	-0.8	-11	-1	36	0	2	2
COc1cc(/C=C(\C#N)C(=O)NCc2ccccc2)ccc1OCc1ccc(C(=O)O)cc1	0.0	6.1	-15	-1	·	·	4	2
CCCCn1c(N)c(N(CCC(C)C)C(=O)c2ccc([N+](=O)[O-])s2)c(=O)[nH]c1=O	0.0	-1.2	-4	-5	0	0	2	-1
CCCCn1c2c(cc(C(=O)OC)c1=O)C(=O)CCC2	-0.1	-0.2	-26	-3	-4	-2	6	12
Cc1nn(C)cc1/C=N/NC(=O)C1(O)c2ccccc2-c2ccccc21	0.1	-0.5	-4	3	·	0	3	·
C[C@@H]1CCCCO[C@H](CN(C)C(=O)C2CCCCC2)[C@H](C)CN([C@@H](C)CO)C(=O)c2cc(NS(=O)(=O)c3ccc(F)cc3)ccc2O1	0.0	-0.1	-25	22	5	1	0	-1
CCc1cccc(NC(=O)CCc2c(C)nn(-c3ccc(N4CCOCC4)nn3)c2C)c1	0.0	·	-2	-2	24	-1	2	-7
COc1ccccc1NC(=O)COC(=O)Cc1cccs1	0.2	·	-8	3	·	1	-1	·
CN1C(=O)C2(c3ccccc31)c1c(oc3ccccc3c1=O)C(=O)N2CCCO (stereo unspecified)	0.0	0.1	-3	0	·	·	2	·
CO[C@@H]1CN(C)C(=O)c2ccc(NC(=O)C3CC3)cc2OC[C@@H](C)N(Cc2ccncc2)C[C@H]1C	-0.7	0.0	17	-1	-4	-10	-3	2
Cc1cc(C)nc(/N=C(\N)Nc2ccc(OCCC(C)C)cc2)n1	0.0	·	33	-2	-6	-2	3	9
CO[C@@H]1CN(C)C(=O)c2ccc(NC(=O)NC(C)C)cc2OC[C@@H](C)N(C(=O)C2CCC2)C[C@H]1C	0.4	0.0	6	1	·	1	-4	·
CCOC(=O)[C@]12CCC=C1N(Cc1ccc3c(c1)OCO3)C(=O)[C@H](CC(=O)NCCc1ccccc1OC)C2	0.0	-0.2	-9	-8	·	·	-2	·
O=C(C1CCCN1S(=O)(=O)c1cccc2nsnc12)N1CCCCCC1 (stereo unspecified)	0.2	-0.2	-9	-3	-8	·	4	-14
CC(C)NC(=O)C1CCN(Cc2cccc(Oc3ccccc3)c2)CC1	0.0	·	-7	0	-4	1	2	-8
CCN(C(=O)COC(=O)c1cc([N+](=O)[O-])ccc1N1CCOCC1)c1ccccc1	-0.1	-0.4	-31	1	-2	2	2	-6
COc1cccc(-c2ccc(SCC(=O)N3CCOCC3)nn2)c1	0.1	·	-5	-5	·	2	6	·
O=C(C[C@@H]1CC[C@@H]2[C@H](COC[C@@H](O)CN2S(=O)(=O)c2cccc(Cl)c2)O1)NCCCN1CCOCC1	0.0	0.2	·	·	-13	·	·	-2
c1ccc(CSc2nnc(NC3CCCCC3)s2)cc1	0.0	-0.1	1	3	·	-4	0	6
Oc1ccc(/C=N/N2CCN(C3c4ccccc4-c4ccccc43)CC2)cc1O	-0.2	·	-14	0	·	-2	-1	-4
CCOC(=O)C1=CN(Cc2cccc(F)c2)S(=O)(=O)NC1c1ccccc1 (stereo unspecified)	-0.1	·	-7	-6	-10	-1	1	6
CO[C@H]1CN(C)C(=O)c2ccc(NC(=O)c3nc4ccccc4s3)cc2OC[C@@H](C)N(Cc2cncnc2)C[C@H]1C	0.6	-0.2	-8	7	12	-1	3	11
COc1cc(OC)c2c(=O)cc(-c3cccnc3)oc2c1	0.3	0.0	9	-1	1	-1	5	30
CC(C)NC(=O)N(C)C[C@H]1Oc2ccc(NC(=O)CCN3CCOCC3)cc2C(=O)N([C@@H](C)CO)C[C@H]1C	-0.1	46*	0	-4	4	-5	0	-10
COc1ccc(CNC(=O)CSc2nnc(C)n2-c2ccc(F)cc2)cc1	0.3	·	2	1	·	14	1	·
Clc1ccc(-c2nc3c4ccccc4ccn3c2CC2CCCCC2)cc1	-0.1	0.0	-36	1	·	0	1	·
O=C(CSc1ccc(C(F)(F)F)cc1[N+](=O)[O-])Nc1ccc2ccccc2c1	-0.1	·	-33	3	·	-1	10	-2
COC(=O)c1ccccc1SCc1csc(C)n1	0.2	·	-7	2	4	1	2	4
COCC#Cc1cnc2c(c1)C(=O)N([C@H](C)CO)C[C@H](C)[C@H](CN(C)C(C)=O)O2	-0.8	0.2	6	-9	0	0	11	-3
CN1CCN(c2cc(CNC[C@H]3O[C@@H](n4cnc5c(=O)[nH]c(N)nc54)[C@H](O)[C@@H]3O)ccc2F)CC1	0.2	·	21	-2	2	0	-7	-5
COc1ccc(S(=O)(=O)Nc2ccc3c(c2)C(=O)N([C@H](C)CO)C[C@H](C)[C@H](CN(C)Cc2ccc(C(=O)Nc4ccccc4N)cc2)O3)cc1	0.1	7.3	-16	12	-23	-1	1	-13
COC(=O)c1cn(C[C@H](Cc2ccccc2)NC(=O)c2ccccc2)nn1	·	·	4	2	·	-5	-3	·
CCC(Oc1ccc(C)cc1)C(=O)Nc1ccc2c(c1)n(C)c(=O)n2C (stereo unspecified)	0.0	0.2	-17	-29	0	-3	3	-8
COCC(=O)N(C)C[C@@H]1Oc2cc(-c3ccc(C)cc3)ccc2S(=O)(=O)N([C@@H](C)CO)C[C@@H]1C	0.7	-0.1	9	1	-1	-1	-1	-7
C[C@@H]1CCCCO[C@H](CN(C)Cc2ccc(C(F)(F)F)cc2)[C@@H](C)CN([C@H](C)CO)C(=O)c2cc(NC(=O)CCCCCC(=O)Nc3ccccc3N)ccc2O1	-1.1	-0.3	20	-1	·	2	8	·
Cc1ccc(C2CC(=O)C=C(NCC(C)C)C2)cc1 (stereo unspecified)	0.6	-2.6	-2	-5	3	14	8	4
CCCCNC(=O)C[C@@H]1C[C@@]2(C(=O)OCC)CCCC=C2N(CCc2ccc(OC)c(OC)c2)C1=O	0.0	?	4	-2	·	·	0	·
O=C(C[C@@H]1CC[C@H](NS(=O)(=O)c2ccc(F)cc2)[C@@H](CO)O1)N1CCN(c2ccccc2)CC1	-0.1	-0.1	3	7	5	0	0	0
CSc1ncccc1C(=O)OCC(=O)c1ccccc1Br	0.1	1.0	-12	-3	·	-4	4	·

Seven records drawn at random from the list so far:
SMILES	XiGFP reactiv	E-sel inducer	RAD52 inh	S100A4 MyoIIA	esBAF inh	ERAP1 inh	ERp5 block	RAD54 inh
COC(=O)c1ccccc1SCc1csc(C)n1	0.2	·	-7	2	4	1	2	4
C[C@@H]1CCCCO[C@H](CN(C)Cc2ccc(C(F)(F)F)cc2)[C@@H](C)CN([C@H](C)CO)C(=O)c2cc(NC(=O)CCCCCC(=O)Nc3ccccc3N)ccc2O1	-1.1	-0.3	20	-1	·	2	8	·
O=C(C[C@@H]1CC[C@H](NS(=O)(=O)c2ccc(F)cc2)[C@@H](CO)O1)N1CCN(c2ccccc2)CC1	-0.1	-0.1	3	7	5	0	0	0
CCC(Oc1ccc(C)cc1)C(=O)Nc1ccc2c(c1)n(C)c(=O)n2C (stereo unspecified)	0.0	0.2	-17	-29	0	-3	3	-8
COC(=O)c1cn(C[C@H](Cc2ccccc2)NC(=O)c2ccccc2)nn1	·	·	4	2	·	-5	-3	·
CN1CCN(c2cc(CNC[C@H]3O[C@@H](n4cnc5c(=O)[nH]c(N)nc54)[C@H](O)[C@@H]3O)ccc2F)CC1	0.2	·	21	-2	2	0	-7	-5
COCC(=O)N(C)C[C@@H]1Oc2cc(-c3ccc(C)cc3)ccc2S(=O)(=O)N([C@@H](C)CO)C[C@@H]1C	0.7	-0.1	9	1	-1	-1	-1	-7
